D2 ag: HTS Assay for Allosteric Agonists of the Human D2 Dopamine Receptor: Primary Screen for Agonists; activation, % at 2 µM; HEK293 T-REx D2 cells, calcium flux agonist mode; 0.53% of 340,000 active; D(2) dopamine receptor (Homo sapiens), P14416;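 active = activation over 3 SD above normal in the single-dose calcium agonist read, cut at about 30% in these data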; also: 0% is about no effect
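Agonism scored from kinetic calcium signal (1 read/sec, 180 s) following compound pin transfer, after a 10 s baseline. Cells: HEK293 Trex line expressing inducible D2 receptor coupled to calcium, dye-loaded after overnight culture at 30 C.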
Vif-A3F inh: qHTS for Inhibitors of Vif-A3F Interactions: qHTS; HeLa A3F-eYFP + Vif (tagged APOBEC3F with the HIV-1 protein that degrades it), YFP fluorescence increase; 0.2% of 390,000 active; Potency, µM (top dose mostly 46.1 µM), for inactives: at the top dose activity, negative = active; also: potency is read from the fitted curve at half-maximal effect; % of control where 0% means no effect; nearly all actives have a fitted effect of over 65% in size
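HeLa cells stably expressing A3F-eYFP plus Vif, plated and incubated overnight at 37 deg C, then exposed to compounds overnight at 37 deg C. Blocked degradation read as raised yellow fluorescence (Ex 488/Em 500-530).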
ERG-DNA inh: qHTS for Small Molecule Inhibitors of the ERG Ets/DNA interaction. Transcriptional regulator ERG (Homo sapiens), P11308. fluorescence polarization, His-ERG Ets domain / labelled DNA. Potency, µM (series often up to 76.9 µM), for the others: at the highest dose FP activity, negative = inhibition, actives largely listed as inhibitors. 0.028% of 370,000 active; active = well fitted inhibition curve with a large enough effect in the polarisation, with a control signal flat; inconclusive = small, poorly fitted or top-dose-only effect, or effect the other way, or a change in a side signal; inactive = no such curve, though single readings can be large or run the other way; the % refers to the polarisation;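 also: polarization taken with two DNA probes labelled with fluorescein and Texas red; potency is read from the fitted curve at half-maximal effect; % of control where 0% means no effect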
Target sequence (P11308 whole entry, looked up, the tested form may be a part): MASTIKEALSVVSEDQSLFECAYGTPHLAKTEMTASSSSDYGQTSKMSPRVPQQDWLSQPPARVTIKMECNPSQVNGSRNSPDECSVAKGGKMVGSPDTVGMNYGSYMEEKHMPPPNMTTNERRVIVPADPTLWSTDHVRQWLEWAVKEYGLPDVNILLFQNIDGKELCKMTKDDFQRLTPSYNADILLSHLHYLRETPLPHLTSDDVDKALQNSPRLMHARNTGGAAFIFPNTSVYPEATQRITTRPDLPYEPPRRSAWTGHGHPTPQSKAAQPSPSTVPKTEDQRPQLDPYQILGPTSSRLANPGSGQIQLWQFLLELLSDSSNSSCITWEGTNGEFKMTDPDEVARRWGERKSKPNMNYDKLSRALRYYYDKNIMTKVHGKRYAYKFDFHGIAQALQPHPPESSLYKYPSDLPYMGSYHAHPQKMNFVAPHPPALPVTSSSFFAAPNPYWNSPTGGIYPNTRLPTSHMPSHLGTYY
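His-tagged ERG Ets domain (1 uM in the protein solution; 300mM KCl, 50mM Tris-HCl, 1mM EDTA, 1mM DTT, pH 7.5) received compound, then a probe mix of 5 nM fluorescein-DNA and 100nM Texas-615-DNA. Fluorescence polarization was read for both dyes.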
ALOX12 inh: Primary qHTS assay for inhibitors of human arachidonate 12S-lipoxygenase (ALOX12): Round 2 | purified 12hLO, xylenol orange hydroperoxide absorbance | Potency, µM (doses to about 108 µM), without a hit: top-dose activity change, negative = inhibition, hits mostly inhibitors | 1.1% of 580,000 active; also: potency is read from the fitted curve at half-maximal effect; % is scaled to controls: 0 for no effect and ±100 for the full control effect
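Purified human 12hLO (150 nM final) in 25 mM Hepes, 0.01% Triton X-100, pH 7.0 was preincubated 15 min at room temperature with compound. Then 40 uM arachidonic acid was added, 30 min. Hydroperoxide was read by Fe-XO absorbance ratio 573/405 nm.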
D2 antagonist: HTS Assay for Allosteric Antagonists of the Human D2 Dopamine Receptor: Primary Screen for Antagonists. 2% of 340,000 active. HEK293 TREx D2 cells, calcium flux, dopamine EC80. AID 485344, 2010. inhibition, % at 10 µM. D(2) dopamine receptor (Homo sapiens), P14416; in the data active = inhibition above about 30%; also: 0% is about no effect
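Inhibition of EC80 dopamine-driven calcium flux, recorded kinetically, defines activity here; cells are a tetracycline-induced HEK293 T-REx line expressing force-coupled D2.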
Glioma ERSR ind: qHTS for Inducers of the Endoplasmic Reticulum Stress Response (ERSR) in Human Glioma: qHTS; Potency, µM, inactives show at the top dose activation, usual class: activators; 0.02% of 420,000 active; U87-MG GRP78 promoter luciferase reporter, 16 h; also: potency is read from the fitted curve at half-maximal effect; series mostly up to about 76 µM; % of control where 0% means no effect; nearly all actives have a fitted effect of over 35% in size
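Stably transfected U87-MG human glioma cells carrying a GRP78-based luminescent sensor were seeded at 1000 cells/well, pin-dosed with compounds and incubated 16 h. Luciferase reagent was then added, and end-point luminescence was read after 10 min at room temperature.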
RGS4 inh: Inhibitors of Regulator of G Protein Signaling (RGS) 4: qHTS; Regulator of G-protein signaling 4 (Homo sapiens), P49798; Transcreener GDP fluorescence polarization, RGS4-accelerated GTP hydrolysis; Potency, µM (series often up to 114 µM), without a hit: top-dose activity change, negative = inhibition, usual class: inhibitors; 0.039% of 390,000 active; AID 504845, 2011; also: potency is read from the fitted curve at half-maximal effect; % is scaled to controls: 0 for no effect and ±100 for the full control effect; nearly all actives have a fitted effect of over 75% in size; some results filed as inactive show a strong effect at the top dose
Target sequence (P49798 whole entry, looked up): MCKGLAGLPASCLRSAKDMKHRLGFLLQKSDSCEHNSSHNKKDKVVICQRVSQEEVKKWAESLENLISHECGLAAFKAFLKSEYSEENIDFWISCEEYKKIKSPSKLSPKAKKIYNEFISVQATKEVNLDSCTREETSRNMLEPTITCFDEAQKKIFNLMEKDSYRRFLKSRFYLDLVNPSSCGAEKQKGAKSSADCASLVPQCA
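MLSMR compounds (23 nl, pin-transferred) preincubated 10 min at room temperature with a 500nM (2x) first reagent, then RGS4 at 900nM (2x) plus Transcreener GDP mix added; fluorescence polarization (620/688 nm) read before and after 90 min at 30 °C.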
Vif-A3G inh: qHTS for Inhibitors of Vif-A3G Interactions: qHTS; HeLa A3G-eYFP + Vif (tagged APOBEC3G with the HIV-1 protein that degrades it), YFP fluorescence, overnight; 0.076% of 410,000 active; DNA dC->dU-editing enzyme APOBEC-3G (Homo sapiens), Q9HC16; Potency, µM (top dose mostly 46.1 µM), inactives show at the highest dose activity, negative = active, actives largely listed as inhibitors;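 also: potency is read from the fitted curve at half-maximal effect; % is scaled to controls: 0 for no effect and ±100 for the full control effect; nearly all actives have a fitted effect of over 60% in size; hits raise eYFP signal because A3G escapes Vif-driven loss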
Target sequence (Q9HC16 whole entry, looked up): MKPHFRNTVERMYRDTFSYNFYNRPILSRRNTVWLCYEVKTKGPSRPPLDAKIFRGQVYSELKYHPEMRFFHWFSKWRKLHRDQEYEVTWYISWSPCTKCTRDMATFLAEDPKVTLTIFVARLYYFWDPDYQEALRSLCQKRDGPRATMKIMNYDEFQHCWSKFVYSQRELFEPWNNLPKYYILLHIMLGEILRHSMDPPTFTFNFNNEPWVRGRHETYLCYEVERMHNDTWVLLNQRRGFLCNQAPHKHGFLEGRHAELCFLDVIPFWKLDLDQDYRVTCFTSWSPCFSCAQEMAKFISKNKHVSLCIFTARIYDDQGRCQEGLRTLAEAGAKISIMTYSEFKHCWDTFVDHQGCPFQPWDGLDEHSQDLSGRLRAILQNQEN
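Read-out is eYFP fluorescence (Ex 488/Em 500-530) from Vif-expressing HeLa A3G-eYFP cells; more signal means A3G escaped Vif-mediated degradation. Cells plated overnight, compound pinned in, incubated overnight at 37 deg C.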
LDHA block: qHTS assay for inhibitors of human lactate dehydrogenase; L-lactate dehydrogenase A chain (Homo sapiens), P00338; purified LDHA, NADH/diaphorase-resazurin fluorescence; stronger effect = lower value; activity change, % (values are at about 110 or 230 µM); 0.15% of 480,000 active; in the data active = activity change below about -30%; inconclusive = mostly about -25% to -30%;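 also: plate controls were DMSO wells for no effect and wells without enzyme for full effect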
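Human LDH5 at 2 nM final in Tris HCl pH 7.4 with 0.06 mM NADH and 0.2 mM pyruvate, reacted 5 minutes at room temperature. Remaining NADH coupled via diaphorase/resazurin; resorufin fluorescence read at 0 and 20 minutes, normalized to enzyme-free and DMSO wells.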
Numbers without * were called inactive; ? = inconclusive; · = no result given; & = joins results of further samples; [ ] = another dose, or the depositor's remark. Unless noted, calls follow the shape of the dose curve; as a rule, active = well fitted curve in the direction sought with a large enough effect; inconclusive = small, poorly fitted or top-dose-only effect, or another doubt; inactive = no such curve, though single readings can be large; an effect the other way counts as inactive or inconclusive. Not all compounds are listed, so the mix of outcomes need not match the whole.

SMILES	D2 ag	Vif-A3F inh	ERG-DNA inh	ALOX12 inh	D2 antagonist	Glioma ERSR ind	RGS4 inh	Vif-A3G inh	LDHA block
O=C(CSc1nncs1)Nc1cc(S(=O)(=O)N2CCOCC2)ccc1N1CCCC1	1.0	-3%	4%	?	-7	-3%	30%	1%	-10
O=C(/C=C/c1ccccc1)N(Cc1ccc(Cl)cc1)C1CCS(=O)(=O)C1 (configuration not stated)	0.3	4%	7%	-13%	-3	-6%	-2%	-4%	-1
COc1cc(Cl)c(NC(=O)CN(C)S(=O)(=O)c2ccc3[nH]c4c(c3c2)CCCC4)c(OC)c1	-0.5	3%	2%	-22%	·	-4%	-15%	1%	-1
COc1ccc(Cl)cc1NC(=O)C1COc2ccccc2O1 (configuration not stated)	·	-10%	6%	?	·	3%	9%	-5%	0
O=C1C2C3C=CC(C3)C2C(=O)N1Nc1c(Cl)cc(Cl)cc1Cl (configuration not stated)	0.8	2%	8%	-2%	-15	-5%	2%	0%	-1
Cc1cccn2c(=O)cc(COc3ccc(NC(=O)C(C)C)cc3)nc12	0.6	-1%	?	-5%&-19%	·	-5%	1%	2%	-1&4
COc1ccccc1NC(=O)c1cnc(SC)nc1	-0.5	4%	2%	3%	6	10%	8%	-3%	-2
O=C(Nc1ccc(-c2cnco2)cc1)c1ccc(F)cc1F	1.0	6%	12%	0%	12	-1%	-39%	0%	-4
COC(=O)[C@@H]1[C@@H](C)N(Cc2ccccc2)C(=O)N[C@H]1c1ccccc1	·	5%	-9%	0%	·	-5%	-6%	1%	-6
CC(C)N1CCc2c(sc(NC(=O)c3ccc(S(=O)(=O)N(C)CC4CCCO4)cc3)c2C(N)=O)C1 (configuration not stated)	2.7	2%	7%	-8%	-6	4%	2%	-7%	4
CCc1ccc(NC(=O)C(C)OC(=O)c2cccc(S(=O)(=O)N3CCc4ccccc4C3)c2)cc1 (configuration not stated)	-1.4	-14%	9%	-11%	-14	0%	-17%	-4%	-1
COc1ccc(C(=O)Nc2nc3nc(-c4ccccc4)cc(=O)n3[nH]2)cc1	-1.4	-10%	8%	-2%	10	2%	-8%	-4%	4
COc1ccccc1CNC(=O)COC(=O)C1CCN(S(=O)(=O)c2c(Cl)cccc2Cl)CC1	·	2%	-5%	9%	·	-1%	4%	-1%	2
CCOC(=O)c1c(C)[nH]c(C)c1C(=O)COC(=O)c1ccc(Cl)nc1	·	-9%	2%	-12%	·	-5%	-1%	-2%	-2
C[C@@H]1CN([C@H](C)CO)C(=O)CCCn2cc(nn2)CO[C@H]1CN(C)S(=O)(=O)c1cccc(F)c1	·	6%	·	?	·	-4%	·	3%	-11
Cc1ccc(NC(=O)c2cccc(C(=O)OC(C)C)n2)c(Br)c1	·	-5%	22%	-1%	·	6%	4%[11.4 µM]	1%	1
O=C(Nc1cccc(O)c1)c1noc2c1CCCCC2	-0.5	-1%	·	1%	16	-9%	5%	-7%	1
COC(=O)c1cc(Br)c(=O)n(CCN(C(C)C)C(C)C)c1	·	·	10%	5%	·	-4%	-26%	-1%	1
CCOc1ccccc1NC(=O)N1CC(CC)Oc2ccccc21 (configuration not stated)	0.1	-2%	1%	0%	·	-2%	-1%	-3%	0
CC(NC(=O)COC(=O)C1(C)CC1(Cl)Cl)c1ccccc1 (configuration not stated)	-0.3	1%	-9%	9%	4	-4%	-15%	2%	1
CCn1c(=O)c(=O)n(CC)c2cc(S(=O)(=O)Nc3cc(C)ccc3C)ccc21	-1.1	2%	-4%	-2%	8	2%	44%	2%	-1
CCOc1ccc(-c2csc(NNC3=NCCCCC3)n2)cc1	0.9	3%	-7%	?	-13	2%	?	4%	-5
Cc1ccc(NC(=O)C(=O)NCC(c2cccnc2)N2CCOCC2)cc1C (configuration not stated)	1.1	-3%	0%	-10%	·	-5%	7%	0%	-7
O=C(N/N=C/C1CC2CCC1C2)c1c[nH]c2ccccc12 (configuration not stated)	0.2	2%	-7%	4%	-10	1%	32%[11.4 µM]	2%	-2
O=C(Nc1nc2c(s1)CCCC2)c1ccc2ncsc2c1	-0.3	2%	3%	?	-4	-9%	-25%	-12%	-2
(list continues)
SMILES	D2 ag	Vif-A3F inh	ERG-DNA inh	ALOX12 inh	D2 antagonist	Glioma ERSR ind	RGS4 inh	Vif-A3G inh	LDHA block
COc1ccc(/C=C/C(=O)N2CCC(C(N)=O)CC2)cc1S(=O)(=O)N1CCOCC1	·	5%	1%	11%	·	-5%	-2%	-4%	-6
CN(C)N1C(N)=C(C#N)C(c2ccccc2F)C2=C1CC(C)(C)CC2=O (configuration not stated)	-3.1	-7%	4%	-5%	-13	-3%	30%	2%	-2
COc1cccc(-c2nnc(NC(C)=O)o2)c1	-0.3	?	5%	0%	26	-2%	18%	2%	3
CC(C)(C)c1ccc(C2(C)NC(=O)N(CC(=O)NCc3cccs3)C2=O)cc1 (configuration not stated)	0.8	-2%	-1%	-17%	7	-3%	9%	0%	-2
CC1(C(=O)NC2CCCCC2)CCC(=O)N1Cc1ccc2c(c1)OCO2 (configuration not stated)	0.0	4%	-2%	0%	-3	-6%	-2%	1%	-9
COc1cc(OC)cc(C(=O)NNC(=O)C2CCC2)c1	·	0%	·	13%	·	-3%	·	-3%	-6
Cc1ccccc1C(=O)Nc1ccccc1NC(=O)c1ccccc1C	·	9%	3%	-1%	·	-5%	24%	-7%	-14
COCCNC(=S)N/N=C(\C)c1cc2ccccc2o1	-1.2	-2%	-2%	?	6	-1%	-22%	-7%	-10
CCN(C(=O)CCS(=O)(=O)c1ccc2c(c1)oc(=O)n2C)c1ccc(OC)cc1	0.4&1.5	3%&-8%	-2%&-1%	12%&-6%	6	3%&0%	42%[11.4 µM]	1%&1%	-3&-3
Cn1c(=O)c2cc(NC(=S)NC3CCCCC3)ccc2n1Cc1ccc(Cl)cc1	·	·	·	?	·	-2%	·	-1%	-4
CCOC(=O)Cn1c(-c2ccccc2)ccc(C#N)c1=O	0.1	-2%	-1%	-1%	-3	-4%	0%	0%	0
O=C(/C=C/c1ccc(Cl)c([N+](=O)[O-])c1)Nc1cccc(NC(=O)c2ccco2)c1	-0.6	-11%	-15%	19%	-16	-5%	4%	-22%	-11
Cc1ccc2cc(C)c(N3CCN(c4ccc(F)cc4)CC3)nc2c1	-1.0	6%	-6%	0%	-15	1%	16%	-6%	-10
S=C(NCc1ccco1)Nc1ccc(Cl)cn1	-0.8	25µM*	-4%	49%[activator]	0	7%	-9%	-1%	0
C[C@H]1C(c2ccc(F)cc2)=NN(c2ccccc2)[C@@H]1CO	·	3%	-16%	?	·	-4%&-2%	-6%	0%	1
CCCn1c(NC(=O)c2ccco2)nc2ccccc21	-0.2	-6%	·	22%	-8	-4%	9%	-2%	-3
Cc1cccc2c(C(=O)N3CCN(c4ccccc4)CC3)cc(-c3ccncc3)nc12	0.2	0%	4%	0%	-12	-10%	-16%	?	1
CCOP(=O)(OCC)c1ccccc1OCP(C)(=O)COc1ccccc1P(=O)(OCC)OCC	1.0	4%	28%	·	9	-5%	-8%	7%	-12
CCOCCn1c(CN2CCN(c3ccc(F)cc3)CC2)nc2c1c(=O)n(C)c(=O)n2C	0.3	-7%	2%	-5%	-20	-1%	-21%	-7%	-1
CCc1ccc(-c2nc(CS(=O)CC(=O)NCc3cccnc3)c(C)o2)cc1 (configuration not stated)	·	-13%	-13%	0%	·	2%	-6%	-6%	-6
O=C(Cc1ccccc1)Nc1ccc2oc(=O)ccc2c1	0.2	-9%	-4%	13%	11	-2%	-26%	1%	-2
CC(C)(C)NC(=O)CN1C(=O)NC(c2ccccc2)(c2ccccc2)C1=O	-2.2	?	3%	0%	9	-2%	-25%	5%	2
CC(=O)Nc1ccc(S(=O)(=O)NC(C(=O)O)C2=CCC=CC2)cc1 (configuration not stated)	0.2	-9%	·	-6%	-2	-1%	1%	-4%	-1
C=CCN=C(C)C1=C(O)CCC1=O	-2.3	0%	-6%	0%	-9	-3%	-6%	0%	2
C=CCC[C@@H](Cc1ccc(F)cc1)C(=O)OC[C@@H](NC(=O)[C@@H](CC=C)CC(=O)N(CCO)Cc1ccccc1)c1ccccc1	·	1%	-7%	-16%	·	-4%	0%	-2%	7

3 consecutive records from above, quoted:
SMILES	D2 ag	Vif-A3F inh	ERG-DNA inh	ALOX12 inh	D2 antagonist	Glioma ERSR ind	RGS4 inh	Vif-A3G inh	LDHA block
CCOC(=O)Cn1c(-c2ccccc2)ccc(C#N)c1=O	0.1	-2%	-1%	-1%	-3	-4%	0%	0%	0
O=C(/C=C/c1ccc(Cl)c([N+](=O)[O-])c1)Nc1cccc(NC(=O)c2ccco2)c1	-0.6	-11%	-15%	19%	-16	-5%	4%	-22%	-11
Cc1ccc2cc(C)c(N3CCN(c4ccc(F)cc4)CC3)nc2c1	-1.0	6%	-6%	0%	-15	1%	16%	-6%	-10
